High-throughput results from PubChem.
CHOP UPR activ: activators of apoptotic arm of unfolded protein response (CHOP) | AID 449763 | CHO-CHOP luciferase reporter, UPR activation, luminescence; percent of tunicamycin response over DMSO baseline | activation, % at 10 µM | 330,000 tested, 0.34% active;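 active = at 10 µM dose, activation of 40% or more, normalized to positive control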;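 also: 100% = tunicamycin at 10 µg/mL and 0% = DMSO alone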
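Assay system: CHO cells with stable CHOP pathway luciferase reporter; Buffer or medium: F12 plus 10% serum; Times: 16-18 h cell attachment, then 6 h compound exposure, 37 °C; Signal: luciferase luminescence; Read-out basis: percent activation relative to tunicamycin control; Control set: tunicamycin high control, DMSO low control.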
TIM10 inh: inhibits growth of TIM10 yeast strain. S. cerevisiae TIM10 strain growth, BacTiter-Glo luminescence, 24 h. inhibition, % at 10 µM. 330,000 tested, 1.4% active;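 active = inhibition of 40% or more at the single tested concentration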;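 also: wild-type TIM10 isogenic control strain grown at permissive 25 °C; 0% = DMSO yeast wells and 100% = minimal medium wells without yeast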
Mdm2-MdmX inh: human Mdm2/MdmX binding inhibition; O15151+Q00987; SaOS-2 split-luciferase Mdm2/MdmX complementation, luminescence; inhibition, % at 8 µM; 330,000 tested, 3% active; AID 485346;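 active = inhibition of at least 50% at 8 µM in the primary screen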
Target sequence (O15151 whole entry, looked up): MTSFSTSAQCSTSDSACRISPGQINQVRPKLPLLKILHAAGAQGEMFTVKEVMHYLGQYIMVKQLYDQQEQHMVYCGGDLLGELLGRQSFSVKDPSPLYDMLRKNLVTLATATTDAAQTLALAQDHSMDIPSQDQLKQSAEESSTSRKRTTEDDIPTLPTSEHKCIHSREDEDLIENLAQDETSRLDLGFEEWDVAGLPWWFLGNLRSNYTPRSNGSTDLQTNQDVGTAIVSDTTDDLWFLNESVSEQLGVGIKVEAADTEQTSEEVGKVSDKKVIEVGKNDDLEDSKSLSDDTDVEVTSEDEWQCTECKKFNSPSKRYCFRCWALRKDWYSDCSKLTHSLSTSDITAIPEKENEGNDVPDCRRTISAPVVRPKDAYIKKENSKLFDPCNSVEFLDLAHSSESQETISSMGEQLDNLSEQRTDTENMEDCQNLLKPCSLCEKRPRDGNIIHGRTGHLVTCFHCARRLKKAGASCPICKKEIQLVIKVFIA
Target sequence (Q00987 whole entry, looked up): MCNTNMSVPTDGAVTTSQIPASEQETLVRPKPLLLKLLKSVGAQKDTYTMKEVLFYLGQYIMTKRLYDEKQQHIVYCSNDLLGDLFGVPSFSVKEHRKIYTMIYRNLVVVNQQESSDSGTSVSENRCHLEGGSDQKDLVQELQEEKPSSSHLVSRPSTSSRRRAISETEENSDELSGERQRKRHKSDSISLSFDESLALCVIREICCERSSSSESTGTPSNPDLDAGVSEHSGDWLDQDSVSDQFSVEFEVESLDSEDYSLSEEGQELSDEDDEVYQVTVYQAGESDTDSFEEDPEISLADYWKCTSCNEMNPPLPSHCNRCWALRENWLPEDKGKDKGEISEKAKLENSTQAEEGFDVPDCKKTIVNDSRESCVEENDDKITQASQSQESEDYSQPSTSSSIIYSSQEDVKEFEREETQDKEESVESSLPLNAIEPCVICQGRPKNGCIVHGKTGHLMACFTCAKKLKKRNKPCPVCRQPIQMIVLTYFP
tim23-1 inh: growth inhibitors of tim23-1 mutant yeast | S. cerevisiae tim23-1 growth, BacTiter-Glo luminescence, 24 h | inhibition, % at 20 µM | 330,000 tested, 1.3% active;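 active = growth inhibition of the mutant yeast at or above 50%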;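 also: temperature-sensitive mutant grown at 25 °C; plate controls were DMSO-treated mutant yeast for no effect and medium wells lacking yeast for full effect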
UPR XBP1 act: adaptive UPR (XBP1) activation. 330,000 tested, 0.33% active. AID 463104. CHO-XBP1 luciferase reporter, IRE1-XBP1 UPR activation, luminescence; percent of tunicamycin response, DMSO as zero. activation, % at 20 µM;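 active = versus positive control, 20 µM dose yields 30% or more activation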;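 also: 100% = tunicamycin at 10 µg/mL and 0% = DMSO only wells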
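Assay system: IRE1-XBP1 luciferase reporter CHO line. Input: 1000 cells/well. Buffer or medium: F12 with 10% serum. Doses: 20 µM, 1% DMSO. Times: overnight seeding at 37 °C, 6 h compound treatment at 37 °C. Technique: Steady-Glo luciferase glow luminescence, 10 min after reagent addition.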
697 NFkB inh: inhibitors of the PMA/ionomycin-induced NF-kB reporter in 697 B cells. 330,000 tested, 0.33% active. 697 B-cell NF-kB luciferase reporter, 16 h. inhibition, % at 4 µM; in the data active = inhibition above about 35%
tim10-1 inh: growth inhibitors of tim10-1 mutant yeast. inhibition, % at 20 µM. 330,000 tested, 2.2% active. S. cerevisiae tim10-1 ts strain growth, BacTiter-Glo, 24 h. AID 463190;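 active = inhibition of at least 40%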;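 also: mutant grown at 25 °C; 0% = DMSO wells with yeast and 100% = wells holding no yeast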
Jurkat NFkB inh: lowers PMA/ionomycin-induced NF-kB signal in Jurkat cells | 330,000 tested, 0.53% active | inhibition, % at 4 µM | AID 435003 | PMA/ionomycin-induced NF-kB luciferase reporter, luminescence; in the data active = inhibition above about 50%
* hit, by the source's call.

Each structure is followed by: CHOP UPR activ | Jurkat NFkB inh | tim23-1 inh | UPR XBP1 act | tim10-1 inh | TIM10 inh | Mdm2-MdmX inh | 697 NFkB inh
> Cc1ccc(Cl)cc1NC(=O)CN1C(=O)NC(C)(C2CC2)C1=O (centres undefined)
  0.3 | -38.8 | 11.6 | 4.8 | 18.7 | 6.3 | -46.6 | -41.2
> Cc1ccc(NC(=O)c2cc([N+](=O)[O-])ccc2N2CCCC2)cc1
  -2.2 | -2.7 | 3.5 | -0.8 | -11.0 | -3.1 | 42.4 | -1.6
> COc1ccccc1/C=C1\SC(=S)N(Nc2nc(C)cc(C)n2)C1=O
  -1.4 | -11.1 | 20.4 | -2.0 | 19.2 | 8.1 | -19.3 | -23.7
> CCCn1c2ccccc2c2cnn(CC(=O)NC3CCCCC3)c(=O)c21
  1.5 | 4.8 | 20.5 | -1.3 | 13.5 | -3.9 | 17.5 | -0.7
> Cc1ccc(-c2cc(C(=O)NCC(c3ccccc3)N(C)C)c3ccccc3n2)o1 (centres undefined)
  -0.5 | -4.8 | 9.9 | -5.0 | 12.4 | -3.7 | 22.8 | 3.2
> CCC1CCCCN1CC(=O)c1c(C)[nH]c2ccccc12 (centres undefined)
  -2.0 | 4.4 | -4.3 | -5.6 | 6.1 | 0.3 | 19.5 | 9.3
> CC(=O)Nc1ccc(NC(=S)Nc2ccccc2)cc1
  -1.0 | 0.5 | -1.4 | -1.1 | -12.4 | -8.8 | 24.0 | -10.1
> COc1ccc(C(C)=O)cc1CC(=O)Nc1cccc(S(=O)(=O)N2CCOCC2)c1
  -0.8 | -2.2 | 11.2 | 1.9 | 3.0 | 0.5 | -14.6 | 10.4
> O=[N+]([O-])c1cc(/C=N/n2c(-c3ccncc3)n[nH]c2=S)ccc1Cl
  -2.4 | 4.1 | -30.0 | 0.0 | 1.8 | -32.5 | 8.0 | 2.5
> Cc1cc(C)c(C(=O)CN2C(=O)NC3(CCC(C)CC3)C2=O)cc1C (centres undefined)
  -1.0 | -2.0 | 6.4 | 5.7 | -13.8 | -3.5 | 17.9 | -0.3
> O=c1c2c([nH]c3ccc(Br)cc13)CCCC2
  -0.7 | 6.0 | 36.3 | 5.5 | 24.9 | 30.6 | -8.2 | 6.7
> O=C(CN1C(=O)c2ccccc2S1(=O)=O)c1cccc(Br)c1
  -7.3 | -2.0 | 0.2 | -8.4 | -19.0 | -3.7 | 23.3 | 34.2
> CC1(C)CC[C@@]2(C(=O)O)C(C1)C1=CCC3[C@@]4(C)CC[C@H](O)C(C)(C)C4CC[C@@]3(C)[C@]1(C)C[C@H]2O (some centres undefined)
  1.0 | -3.5 | 24.0 | 0.2 | 14.3 | -9.8 | 6.5 | 3.3
> Cc1ccccc1-c1noc(-c2cccs2)n1
  4.0 | -83.6 | 13.4 | 0.3 | 10.7 | 13.3 | 3.3 | -167.4
> CCCC(O)(c1ccc(OC)cc1)C(CN(C)C)c1ccccc1 (centres undefined)
  0.0 | -12.2 | 20.6 | -3.9 | 8.6 | -11.4 | 3.5 | 14.9
> C/C(=N/NC(=O)c1cccs1)c1cccs1
  7.1 | -104.9 | -19.2 | 4.5 | -8.7 | -5.7 | -40.9 | -114.5
> C[C@H](CO)N1C[C@H](C)[C@@H](CN(C)C(=O)Nc2ccc(C(F)(F)F)cc2)Oc2ccc(NS(=O)(=O)c3ccc(F)cc3)cc2C1=O
  -0.5 | 7.3 | -1.4 | -1.4 | 2.0 | 1.9 | -16.7 | 19.5
> CCCc1nc(SCC(=O)N2CCC(Cc3ccccc3)CC2)c2c(=O)n(C)c(=O)n(C)c2n1
  0.8 | -2.4 | 21.5 | -3.9 | 10.9 | 3.6 | 60.4* | 11.2
> Nc1nc2c(ncn2COC(CO)CO)c(=O)[nH]1
  2.1 | 10.1 | 0.6 | -2.2 | 6.3 | 6.5 | -34.5 | 8.8
> COc1ccc(/C(C#N)=C/c2ccccn2)cc1
  7.1 | -41.4 | 8.7 | -1.2 | 12.3 | 7.9 | -37.0 | -79.6

Full records as entered above. Values in the order: CHOP UPR activ, Jurkat NFkB inh, tim23-1 inh, UPR XBP1 act, tim10-1 inh, TIM10 inh, Mdm2-MdmX inh, 697 NFkB inh
Entry for O=[N+]([O-])c1cc(/C=N/n2c(-c3ccncc3)n[nH]c2=S)ccc1Cl : -2.4, 4.1, -30.0, 0.0, 1.8, -32.5, 8.0, 2.5
Entry for COc1ccc(/C(C#N)=C/c2ccccn2)cc1 : 7.1, -41.4, 8.7, -1.2, 12.3, 7.9, -37.0, -79.6

Other structures
Each structure is followed by: CHOP UPR activ | Jurkat NFkB inh | tim23-1 inh | UPR XBP1 act | tim10-1 inh | TIM10 inh | Mdm2-MdmX inh | 697 NFkB inh
> COc1ccc(/C=N/Nc2nnc(Cc3ccccc3)c(=O)[nH]2)cc1OC
  2.3 | -15.4 | 6.0 | -0.6 | 17.1 | 15.6 | 14.9 | -30.0
> CCOC(=O)N1CCC(NCCNC(=O)c2ccco2)CC1
  0.4 | -5.2 | -9.5 | 2.2 | -17.7 | -8.8 | -0.5 | -10.5
> CC(=O)NC(CC(=O)O)c1ccccc1 (centres undefined)
  -0.5 | 4.3 | -1.3 | -0.7 | 4.6 | -13.9 | 6.4 | 17.6
> Cc1ccccc1OC(C)C(=O)Nc1ccc2c(c1)OCCO2 (centres undefined)
  1.4 | 4.4 | 15.9 | -1.0 | -7.5 | -0.6 | 16.5 | -7.2
> COc1ccc(CCNC(=O)CN2C(=O)COc3ccc(S(=O)(=O)N4CCOCC4)cc32)cc1OC
  0.0 | -12.8 | 12.7 | -3.3 | 18.7 | 1.7 | 5.9 | -1.9
> O=C(CN1CCCCCCC1)NC(=O)NC1CCCCC1
  3.8 | 3.1 | 10.9 | 2.7 | -7.7 | 4.7 | 2.3 | 6.1
> CCCCn1c(N)c(N(CCOC)C(=O)c2cccc(OCc3ccccc3)c2)c(=O)[nH]c1=O
  0.8 | -3.1 | 16.2 | 0.7 | 7.9 | 4.3 | -6.7 | 12.2
> CCCCN(C(=O)c1ccc(S(=O)(=O)N2CCCC2)cc1)C1CCS(=O)(=O)C1 (centres undefined)
  0.4 | -3.1 | 12.4 | -1.0 | 10.6 | 3.5 | 16.4 | 5.8
> O=C(Nc1ccc(F)cc1)c1ccc(NC(=O)C2CCCO2)cc1 (centres undefined)
  3.7 | -21.8 | 12.0 | 6.3 | 2.4 | -1.7 | -29.7 | 6.7
> OC(COc1ccccc1)CN(Cc1ccccc1)CC(O)COc1ccccc1 (centres undefined)
  -2.1 | -0.3 | 16.0 | -4.5 | 11.4 | 2.9 | 17.2 | 8.6
> CN(CC(=O)Nc1sccc1C(N)=O)S(=O)(=O)c1ccc(Cl)cc1
  -1.1 | 0.3 | 13.7 | -1.1 | 0.8 | 8.8 | -27.4 | 10.2
> CCOC(=O)C1CCCN(C(=O)c2ccccc2Oc2ccccc2)C1 (centres undefined)
  0.8 | -10.9 | 32.7 | 1.1 | 25.1 | -10.5 | 11.9 | -4.4
> CCOC(=O)C1CCN(C(=O)COc2ccc(N(C)S(=O)(=O)c3ccc(OCC)cc3)cc2)CC1
  -0.4 | -6.1 | 18.7 | -0.7 | 7.3 | 10.8 | 12.7 | 18.7
> COc1ccc(CCN(C)CC(O)c2ccccc2)cc1OC (centres undefined)
  0.0 | -21.0 | 12.9 | -1.4 | 16.0 | -5.9 | 8.4 | -9.2
> COc1ccc(NC(=O)c2cccc(NC(=O)C(C)C)c2)c([N+](=O)[O-])c1
  2.0 | -3.6 | -4.8 | 2.0 | 7.0 | -3.4 | -1.2 | -34.3
> CCOc1ccccc1C(=O)NC(CO)C(=O)O (centres undefined)
  -1.0 | 6.3 | -21.0 | -2.6 | -4.7 | -6.1 | 4.7 | 5.4
> O=[N+]([O-])c1cc(C(F)(F)F)ccc1Sc1nccn1Cc1ccccc1
  -1.4 | -3.6 | 10.8 | -0.4 | 22.1 | 17.1 | -16.4 | 23.7
> CCOc1cc(N2CCOCC2)c(OCC)cc1NC(=O)Cn1[nH]c(=O)c2ccccc2c1=O
  -0.3 | 6.5 | -6.4 | 3.2 | -3.4 | -12.2 | 11.7 | 18.4
> Cc1ccc(S(=O)(=O)N2CCCC2C(=O)NCc2ccc3c(c2)OCO3)cc1 (centres undefined)
  0.8 | -1.9 | 27.7 | -3.3 | 19.7 | -22.4 | 18.5 | 11.8
> O=C(NCC1CCCO1)c1nc2c(nnn2Cc2ccccc2Cl)c(=O)[nH]1 (centres undefined)
  -1.3 | 0.0 | -3.0 | -3.0 | -2.3 | -0.9 | 6.3 | 20.2
> COc1cc(C)c(CN2CCC(Cc3ccccc3)CC2)cc1C
  -0.3 | 8.6 | -6.2 | -3.4 | -13.0 | -3.6 | 20.1 | -1.4
> COc1ccc(C(=O)N2CCCC(c3nc(-c4cc(OC)c(OC)c(OC)c4)no3)C2)cc1 (centres undefined)
  -1.3 | 12.8 | 31.4 | 1.8 | 15.1 | 21.6 | 14.3 | 6.7
> CC(C)N1CC(C(=O)Nc2cc(Cl)cc(Cl)c2)CC1=O (centres undefined)
  -0.8 | -1.5 | 1.3 | -1.0 | 5.1 | 9.8 | 2.9 | 4.6
> N#Cc1c2c(c(NCCN3CCOCC3)n3c1nc1ccccc13)CCCC2
  0.8 | 8.5 | 9.5 | 6.3 | 26.1 | 25.7 | -7.5 | -20.2
> Cc1ccc(S(=O)(=O)N(C(=N)N)c2nc(N(C)C)nc(N(C)C)n2)cc1
  2.8 | -0.8 | 1.6 | -3.6 | -1.1 | 5.1 | 12.2 | -1.8
> CCN1CC(=O)Nc2cc(S(=O)(=O)N3CCOCC3)ccc21
  2.3 | 7.5 | 3.7 | 1.1 | -10.2 | 15.4 | -14.9 | 0.6
> Cc1cc(NC(=O)C(=O)NCCN2CCN(S(C)(=O)=O)CC2)ccc1Br
  -2.0 | -1.5 | 1.0 | -1.7 | -0.3 | 14.8 | 4.6 | 8.2
> CCOc1ncccc1C(=O)OCC(=O)Nc1cccc(S(=O)(=O)N2CCCCCC2)c1
  2.0 | 6.7 | 36.0 | -2.2 | 25.5 | 14.2 | 10.8 | -19.6
> Fc1cc(Cl)ccc1NC(=S)NCCN1CCOCC1
  0.6 | -2.3 | 1.4 | -0.7 | 8.5 | 2.5 | -15.2 | -9.7
> Cc1ccc(S(=O)(=O)N2CCOCC2)cc1NC(=O)COC(=O)CNC(=O)c1ccc(Oc2ccccc2)cc1
  0.6 | -15.1 | 9.5 | -4.2 | 10.1 | -2.0 | 24.3 | 14.8
> O=C(Cc1ccc(Cl)c(Cl)c1)Nc1ccc2[nH]c(=O)[nH]c2c1
  -0.5 | -13.9 | -26.2 | 0.0 | 5.8 | -0.1 | 8.1 | 22.0
> O=[N+]([O-])c1ccc(N2CCCC2)cc1NC1CC1
  2.2 | 17.5 | 16.4 | -2.7 | 15.5 | -6.6 | 29.3 | 1.7
> CN(C)S(=O)(=O)c1cc(NC(=O)CNCc2ccc(F)cc2)ccc1Cl
  -0.2 | -59.9 | 10.9 | -6.3 | 24.1 | 13.4 | 0.6 | -35.5
> COc1cc(SC)ccc1C(=O)NCCCn1ccnc1
  1.9 | -6.6 | 1.7 | -1.9 | -6.3 | -4.7 | -10.0 | -8.3
> CCOC(=O)Cc1nn(Cc2ccccc2)c(=O)c2ccccc12
  0.8 | 7.7 | 1.1 | -0.6 | -11.1 | -20.2 | -8.6 | -5.6
> O=C(CN(c1ccc2c(c1)OCCO2)S(=O)(=O)c1ccccc1)Nc1ccc2c(c1)OCO2
  2.9 | 7.1 | -9.9 | -3.0 | 15.8 | 12.9 | 17.5 | 18.7
